EP2 modulator: EP2 receptor modulators, cAMP readout, primary screen, cell-based, HTRF cAMP, PGE2 stimulation | Prostaglandin E2 receptor EP2 subtype (Homo sapiens), P43116 | 260,000 tested, 0.83% active | EP2-expressing cells, cAMP HTRF FRET, PGE2 co-stimulation | induction, % at 25 µM;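 active = compounds whose cAMP rise, as percent of the full-agonist control response, exceeds 60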;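 also: rat C6 glioma line stably carrying human EP2 under a CMV promoter; the protocol text gives 20 µM as final concentration; 100% = response of wells given 1 µM PGE2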
Target sequence (P43116 whole entry, looked up): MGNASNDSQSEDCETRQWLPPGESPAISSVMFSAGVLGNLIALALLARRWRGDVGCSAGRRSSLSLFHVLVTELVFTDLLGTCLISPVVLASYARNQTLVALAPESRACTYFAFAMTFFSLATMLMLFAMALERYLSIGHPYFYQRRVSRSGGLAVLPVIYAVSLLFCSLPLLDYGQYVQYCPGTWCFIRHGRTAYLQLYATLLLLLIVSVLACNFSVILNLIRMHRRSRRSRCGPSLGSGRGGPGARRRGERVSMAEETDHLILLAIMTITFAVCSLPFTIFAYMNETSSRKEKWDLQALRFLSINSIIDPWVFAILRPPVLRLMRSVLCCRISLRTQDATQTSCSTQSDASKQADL
Starred values were filed as active, the others as inactive. The list is partial; the hit share may differ from the screen's.

EP2 modulator	mol
-26	COCCCN(C1CCN(C)CC1)S(=O)(=O)c1ccc2c(c1)NC(=O)CO2
-38	CCN1CC23C=CC(O2)C(C(=O)N2CCC4(CC2)NC(=O)c2cccnc2N4C)C3C1=O (stereo unspecified)
-29	O=C(NCCn1nc(-c2cccs2)ccc1=O)C1CCCCC1
-44	CCc1nc(SC(C)C(=O)Nc2ccc(Cl)cc2)n[nH]1 (stereo unspecified)
-62	Cc1cc2cc(C(c3nnnn3Cc3ccccc3)N3CCC(O)CC3)c(=O)[nH]c2cc1C (stereo unspecified)
-36	CCC(=O)Nc1nnc(Cc2ccc(Cl)cc2Cl)s1
12	O=C(NCCN1CCNCC1)C(=O)NCc1ccccc1
-112	C=CCNC(=O)CCSc1nc(-c2ccc3c(c2)OCO3)cc(C(F)(F)F)n1
-54	COc1ccc(-c2c(C)nn3c(C4CCCN(C(=O)OC(C)(C)C)C4)ccnc23)cc1 (stereo unspecified)
4	CCc1nnc(NC(=O)CCN2C(=O)/C(=C/c3cccs3)SC2=S)s1
11	CCN1CCN(c2c(Cl)cccc2NC(=O)COc2ccc(OC)cc2)CC1
-35	C=CCn1c(COc2ccc3ccccc3c2C)n[nH]c1=S
-44	Cc1ccc(OCC(=O)Nc2nc3ccc(S(C)(=O)=O)cc3s2)c(C)c1
22	O=C(O)c1c[nH]c(=S)[nH]1
-24	CCC(=O)NC(c1cccs1)c1c(O)ccc2ccccc12 (stereo unspecified)
-4	COC(=O)c1c(NC(=O)c2ccccc2Cl)sc(C(=O)Nc2cccc(OC)c2)c1C
-39	Cc1ccc2c(c1)nnn2C1CCN(C(=O)Nc2ccc(C#N)cc2)CC1
5	CCN(CC)C(=O)Cn1c(=O)n(Cc2ccco2)c2ncccc21
6	COc1ccc(S(=O)(=O)N2CCCC(C(=O)Nc3ccc(C(C)C)cc3)C2)cc1 (stereo unspecified)
12	COc1ccc(Cl)cc1NC(=O)CSc1nnc(-c2ccccc2O)n1-c1ccccc1OC
-14	Cc1ccc(S(=O)(=O)N2CCNCC2)c(C)c1
-4	COC(=O)CCC(=O)Nc1ccc(S(=O)(=O)Nc2nc(C)cc(C)n2)cc1
-4	CN(C)S(=O)(=O)c1ccc(S(=O)(=O)N2CCCCC2)cc1
2	O=C(O)c1cc2ccccc2[nH]1
-35	Cc1oc(C(=O)N2CCCCC2c2nc3ccccc3[nH]2)cc1CN1CCOCC1 (stereo unspecified)
-16	CCC(=O)N1CCN(c2ccc(NC(=O)c3ccc(C)cc3C)cc2)CC1
20	Cc1cc(NC(=O)CSc2ccc(-c3ccc(Cl)cc3)nn2)no1
-4	N#Cc1c(NC(=O)CSc2nc3ccccc3c(=O)n2Cc2ccco2)sc2c1CCCC2
7	COc1cccc(-c2cc(C(F)(F)F)n3ncc(C(=O)NCc4ccc5c(c4)OCO5)c3n2)c1
-54	COc1ccc(CNc2c(-c3ccc(O)c(OC)c3)nc3cnccn23)cc1
-26	CCOC(=O)CSc1nc2cc(OC)c(OC)cc2cc1C#N
-16	O=C(NNc1ccccc1)C(=O)n1ccc2ccccc21
6	C=CCNC(=O)C(C)N1CCN(C)CC1 (stereo unspecified)
37	O=C(O)[C@@H](S)[C@@H](S)C(=O)O
-10	CCn1c(SCC(=O)N2CCOCC2)nnc1-c1ccc(S(=O)(=O)N2CCOCC2)cc1
-2	COc1ccc(CC(=O)N2CC[C@@H](c3ccc(OC)cc3)[C@H](O)C2)cc1
-8	Cc1cc(NS(=O)(=O)c2ccc(NC(=O)CCCOc3ccccc3C)cc2)no1
-52	COc1ccc(C)cc1CN1CCC(NC(C)=O)(c2ccc(F)cc2)CC1
9	CCc1n(CC(O)COc2ccccc2C)c2ccccc2[n+]1C (stereo unspecified)
-15	Cc1cc(=O)[nH]c(SCC(=O)c2c[nH]c3ccccc23)n1
-23	CCOCCCNc1c(C)c(C)nc2c(-c3ccc(OC)cc3)c(C)nn12
-18	Cc1nc(NC(=O)c2ccccc2Cl)sc1C(=O)Nc1ccc2c(c1)OCCO2
17	CC(=O)Oc1ccc2c(c1C(C)C)CCC1C(C)(C)CCC[C@]21C (stereo partly specified)
11	CS(=O)(=O)n1c(=O)sc2ccccc21
28	COc1ccccc1NC(=O)CSc1nc2c(C)cc(C)cc2cc1C#N
-10	Cc1cccc2cc(CN(Cc3nnnn3Cc3ccc(F)cc3)C3CCCCC3)c(=O)[nH]c12
-4	Cc1ccc2cc(CN(CCO)C(=O)c3ccc(C(C)(C)C)cc3)c(=O)[nH]c2c1C
-19	CCOc1ccc(N2CC(C#N)=C3c4cc(OC)c(OC)cc4CCN3C2)cc1
-13	COc1ccc(CC(=O)N2CCC[C@@H]2Cn2nc(-c3cccs3)ccc2=O)cc1
-87	O=C(Nc1ccc(N2CCN(C(=O)c3cccs3)CC2)c(Cl)c1)c1cccc(F)c1
-94	CC(C)OCCCNC(=S)N1CCC(C(=O)c2ccc(Cl)cc2)CC1
-43	COc1ccc(-c2ccc(=O)n(CC3CCN(C(=O)c4ccc(F)c(F)c4)CC3)n2)cc1
48	c1ccc(Cc2cc3ccccc3nc2SCCN2CCOCC2)cc1
-24	CCn1c(=O)n(CC(=O)Nc2cccc3ncccc23)c2cccnc21
2	O=C(CN1C(=O)COc2ccccc21)Nc1ccc(Cl)cc1
-16	Cn1c(SCc2nc3ccccc3[nH]2)nnc1-c1ccccc1

New compounds follow.
EP2 modulator	mol
-5	Cc1ccc2nc(SCC(=O)N3CCOCC3)c(C#N)cc2c1
9	COc1ccc(S(=O)(=O)N2CCN(c3c(C)cccc3C)CC2)cc1C
2	COCCCNC(=O)C(=O)NCc1ccc2c(c1)OCO2
-16	Nc1c(Nc2ccc(F)cc2)sc2c(O)cc(=O)[nH]c12
-15	C=CCn1cc(C(c2c(C)[nH][nH]c2=O)c2c(C)[nH][nH]c2=O)c2ccccc21
-65	CN1[C@@H](C(=O)Nc2ccc(F)c(Cl)c2)C[C@@H](c2cccs2)NS1(=O)=O
1	COC(=O)c1cccc(NC(=O)CSc2nnnn2-c2ccc(OC)c(OC)c2)c1
-43	CC(=O)c1ccc(S(=O)(=O)N2CCc3ccccc3C2)cc1
-31	CC(CC(=O)N1C2CCC1CC(c1ccc(F)cc1)C2)n1nnc2ccccc21 (stereo unspecified)
35	CCOC(=O)[C@]1(CC(=O)O)CCCC1=O
-17	COc1ccc(N(CC(=O)N2CCN(c3cccc(Cl)c3)CC2)S(C)(=O)=O)cc1
6	CN(C)C(=O)Cn1cc(I)c(=O)[nH]c1=O
-82	O=C1c2ccccc2C(=O)C1(O)N1CCN(C2(O)C(=O)c3ccccc3C2=O)CC1
45	Cc1ccc(C(=O)N2N=C(C(F)(F)F)CC2(O)C2CCCCC2)cc1 (stereo unspecified)
31	Cc1cc(C)c2[nH]c(=O)c(CN(CCc3ccccc3)C(=O)C3CCCCC3)cc2c1
12	CN1CCN(C(c2cc3cc4c(cc3[nH]c2=O)OCO4)c2nnnn2Cc2ccc(F)cc2)CC1 (stereo unspecified)
15	CCCNC(=O)c1c(NC(=O)c2ccccc2Cl)sc2c1CCCC2
1	O=C1NC2(CCN(C(=O)CSc3ccncc3)CC2)Nc2ccccc21
-21	CC1CC(C)CN(C(=O)Cn2nc(-c3ccncc3)oc2=O)C1 (stereo unspecified)
34	Cc1cccc(OCC(=O)Nc2ccccc2N2CCN(C(=O)C(C)C)CC2)c1
-74	Cc1cccc(C(=O)NC2CCN(CC(=O)Nc3cccc4ccccc34)CC2)c1
8	CCCS(=O)(=O)N1CCCC(c2nc(-c3ccc(C(C)C)cc3)no2)C1 (stereo unspecified)
17	CC(C)N(C(=O)CSc1nc2c(c(=O)n(C)c(=O)n2C)n1C)C(C)C
6	O=C(NCCc1ccccc1)[C@@H]1C=CCN1C(=O)c1ccc(F)cc1

Reformatted field by field: entries from further up
CCCS(=O)(=O)N1CCCC(c2nc(-c3ccc(C(C)C)cc3)no2)C1 (stereo unspecified)
  EP2 modulator: 8
CC(C)N(C(=O)CSc1nc2c(c(=O)n(C)c(=O)n2C)n1C)C(C)C
  EP2 modulator: 17
Cc1cccc(C(=O)NC2CCN(CC(=O)Nc3cccc4ccccc34)CC2)c1
  EP2 modulator: -74

(list continues)
EP2 modulator	mol
-44	O=C(c1ccc(C(F)(F)F)cc1)N1CCC(O)(c2ccccn2)CC1
-1	C#CCCN1CCN(Cc2c(C)n(CC(=O)N3CCOCC3)c3ccccc23)CC1
17	C[C@@H](NC(=O)C1(N)CCCC1)C(=O)O
-19	Nc1no[n+]([O-])c1C(=O)N1CCCCC1
46	COc1cc(C2Nc3c(ccc(Cl)c3Cl)C3C=CCC32)cc(OC)c1OC (stereo unspecified)
-12	COc1cc(CN2CCc3c(nc(N4CCCCC4)[nH]c3=O)C2)cc(OC)c1
0	COC(=O)/C(C)=C/CC12OC(C)(C)C3CC(C=C4C(=O)c5cc6c(c(CCC(C)(C)Cl)c5OC431)OC1(C)CCC(=C(C)C)C6C1)C2=O (stereo unspecified)
-32	CCn1c(SCC(=O)Nc2c(C)cccc2C)nnc1-c1ccco1
40	Cc1ccc2cc(CN(Cc3cccs3)C(c3nnnn3CC3CCCO3)C(C)C)c(=O)[nH]c2c1 (stereo unspecified)
-28	CCN(CC)C(=O)CN1CCCC(c2ncncc2-c2cc(C)no2)C1 (stereo unspecified)
-13	CCn1c(SCC(N)=O)nnc1-c1cccc(C)c1
-61	CC1CCCCN1CCNCc1nc(-c2ccc(C(F)(F)F)cc2)no1 (stereo unspecified)
16	COc1ccc(C2(O)CCN(CC(=O)Nc3nnc(C)s3)CC2)cc1
3	CCOC(=O)Cn1nnnc1CN(Cc1ccccc1)Cc1cc2ccc(C)cc2[nH]c1=O
-73	COc1ccc(-c2cc(C(F)(F)F)nc(SCC(=O)NC(C)c3ccccc3)n2)cc1OC (stereo unspecified)
-19	COc1ccnc(Cn2nc3c(C)cc4cc(C)ccc4n3c2=O)c1OC
-38	CN1C(=O)SC(Nc2ccc(Cl)cc2)C1=O (stereo unspecified)
-26	CCOC(=O)N1CCN(c2cc(Cl)c(C#N)cc2F)CC1
34	O=C(O)C/C(=C/c1ccco1)C(=O)O
-6	Cc1c(C(=O)N2CCC[C@H]2[C@H](O)c2nc3ccccc3s2)oc2ccccc12
-11	CC(=O)Nc1ccc(C(O)CN2CCC(O)(c3ccc(F)cc3)CC2)cc1 (stereo unspecified)
9	Cc1ccc(S(=O)(=O)NCC(=O)N2CCOCCOCCOCCOCC2)cc1
39	Cc1cc2ccccc2nc1SCC(=O)Nc1ccccc1F
7	CC(NC(=O)Cc1c(F)cccc1Cl)c1nc2cccnc2n1C(C)C (stereo unspecified)
7	O=C(O)c1ccccc1NS(=O)(=O)c1ccc2[nH]c(=O)oc2c1
-30	Cc1cccc(C(=O)Nc2nnc(-c3cccnc3)s2)c1
8	O=C(CN1CCOCC1)Nc1cccc(C(=O)O)c1
-52	Cn1c(N2CCCC(C(=O)NCc3ccccn3)C2)nc2ccccc21 (stereo unspecified)
-4	COc1ccc(-c2nc3n(c2NC(C)(C)C)CCN(Cc2cnn(C)c2C)C3)cc1
-26	Cc1ccc2[nH]c(=O)c(CN(C(=O)Nc3ccccc3C)C3CC3)cc2c1
-14	O=C(CCN1C(=O)C2C3CCC(C3)C2C1=O)N1CCn2c(nnc2C2CC2)C1 (stereo unspecified)
5	O=C(NC[C@H]1CCCN(C(=O)c2cnccn2)C1)c1ccco1
8	COc1ccccc1CN1CC[C@@H](NCCCN(C)C)[C@H](O)C1
-36	COc1ccc(CNCCNC(=O)c2cccs2)cc1
-92	CC(=O)Oc1ccc(-c2csc(Nc3ccc(O)cc3)n2)cc1
10	COc1c(C(=O)NCC(C)n2cncn2)cnc2cc(Cl)ccc12 (stereo unspecified)
-3	CC(=O)c1cccc(NC(=O)N2CCCC2C(=O)NC(C)C)c1 (stereo unspecified)
-3	CCOc1ccc(C2/C(=C(/O)c3cc(C)ccc3C)C(=O)C(=O)N2CCOC)cc1OC (stereo unspecified)
21	CCc1nc2sc3c(c2c2nnc(SCC(=O)N4CCOCC4)n12)CCC(C)C3 (stereo unspecified)
-19	COC(=O)c1ccc(Cl)c(NC(=O)CN2C(=O)c3cccc4cccc2c34)c1
-52	CCc1cc2ccccc2nc1SCC(=O)c1ccc(OC)cc1
5	O=c1[nH]c2cc3c(cc2cc1C(c1nnnn1C1CCCCC1)N1CCc2ccccc2C1)OCCO3 (stereo unspecified)
4	COC(=O)c1sc(NC(=O)c2ccccc2OC)c(C#N)c1C
19	Cc1cc(-c2cncnc2C2CCN(CC(=O)Nc3cc(C)on3)CC2)on1
-40	CCC1CCCCN1C(=O)Cn1nc(C)n2c(cc3ccsc32)c1=O (stereo unspecified)
-49	CCn1c(=O)oc2cc(S(=O)(=O)NCC(c3ccc(F)cc3)N(C)C)ccc21 (stereo unspecified)
-29	CCC(CN1CCN(C)CC1)NC(=O)Cc1sc(C)nc1-c1ccc(F)cc1 (stereo unspecified)

In the list so far, these contain a thiophene ring, fused or not.
EP2 modulator	mol
-29	O=C(NCCn1nc(-c2cccs2)ccc1=O)C1CCCCC1
4	CCc1nnc(NC(=O)CCN2C(=O)/C(=C/c3cccs3)SC2=S)s1
-24	CCC(=O)NC(c1cccs1)c1c(O)ccc2ccccc12 (stereo unspecified)
-4	COC(=O)c1c(NC(=O)c2ccccc2Cl)sc(C(=O)Nc2cccc(OC)c2)c1C
-4	N#Cc1c(NC(=O)CSc2nc3ccccc3c(=O)n2Cc2ccco2)sc2c1CCCC2
-13	COc1ccc(CC(=O)N2CCC[C@@H]2Cn2nc(-c3cccs3)ccc2=O)cc1
-87	O=C(Nc1ccc(N2CCN(C(=O)c3cccs3)CC2)c(Cl)c1)c1cccc(F)c1
-16	Nc1c(Nc2ccc(F)cc2)sc2c(O)cc(=O)[nH]c12
-65	CN1[C@@H](C(=O)Nc2ccc(F)c(Cl)c2)C[C@@H](c2cccs2)NS1(=O)=O
15	CCCNC(=O)c1c(NC(=O)c2ccccc2Cl)sc2c1CCCC2
40	Cc1ccc2cc(CN(Cc3cccs3)C(c3nnnn3CC3CCCO3)C(C)C)c(=O)[nH]c2c1 (stereo unspecified)
-36	COc1ccc(CNCCNC(=O)c2cccs2)cc1
21	CCc1nc2sc3c(c2c2nnc(SCC(=O)N4CCOCC4)n12)CCC(C)C3 (stereo unspecified)
4	COC(=O)c1sc(NC(=O)c2ccccc2OC)c(C#N)c1C
-40	CCC1CCCCN1C(=O)Cn1nc(C)n2c(cc3ccsc32)c1=O (stereo unspecified)

Screening data deposited in PubChem BioAssay by Emory University Molecular Libraries Screening Center.
